Assay outcomes as filed in PubChem.
hcDAF-12 act = H. contortus DAF-12 nuclear receptor activators, primary screen, cell-based, luminescence, HEK293, lit1-tk-luc reporter; AID 652067, 2013; HEK293 hcDAF-12 lit1-tk-luc reporter; 0% DMSO, 100% Δ7-dafachronic acid; 1.4% of 370,000 active; activation, % at 6.8 µM;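 active = activation above the mean of all tested compounds plus 3 SD, cut at about 5.5% in these data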;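 also: 100% = response to 3 µM Δ7-dafachronic acid high control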
PG9 binder = binders of HIV-1 gp120 antibody PG9, primary screen, biochemical, TR-FRET | HIV-1 gp120 / PG9 antibody interaction | 0.43% of 360,000 active | inhibition, % at 6.7 µM | TR-FRET gp120-PG9 antibody binding; in the data active = inhibition above about 8.5%
ADAM17 inh = ADAM17 inhibitors, primary screen, biochemical, QFRET. Disintegrin and metalloproteinase domain-containing protein 17 (Homo sapiens), P78536. recombinant ADAM17, EDANS/DABCYL FRET peptide cleavage. inhibition, % at 6.95 µM. 0.83% of 370,000 active;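 active = inhibition above the mean of compounds lying between control limits plus 3 SD, set per campaign, cut at about 8.5% in these data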;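 also: 0% = DMSO-only wells as the low control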
FXN GAA850 act = FXN promoter activators, primary screen, cell-based, luciferase luminescence, HEK293 lucGAA850; activation, % at 6 µM; 0.56% of 360,000 active; AID 540364, 2011; HEK293 lucGAA850 FXN promoter luciferase reporter, 24 h; percent of 10 µM SAHA response;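 active = activation above the average of all compounds screened plus 3 SD, cutoff fixed separately per campaign, cut at about 7.5% in these data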;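 also: 0% = DMSO wells and 100% = 10 µM SAHA wells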
ssDAF12 agonist = S. stercoralis DAF-12 nuclear receptor activators, primary screen, cell-based, luminescence, HEK293, GRIP1 co-expression, lit1-tk-luc. HEK293 ssDAF-12/GRIP1 lit1-tk-luc reporter; % of 3 µM dafachronic acid response. activation, % at 6.8 µM. 1% of 370,000 active. AID 652126, 2013;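 active = activation above the mean over all tested compounds plus 3 SD, cut at about 0.9% in these data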;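 also: 0% = DMSO-only wells and 100% = 3 µM delta7-dafachronic acid wells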
hgDAF-12 ag = H. glycines DAF-12 receptor agonists, primary screen, cell-based, luminescence, HEK293, GAL4 fusion, UAS-luciferase | Nuclear hormone receptor DAF-12 (Heterodera glycines), GAL4 fusion | HEK293 GAL4-hgDAF12 UAS-luciferase reporter, agonist luminescence; normalized to butyrate control | activation, % at 6.8 µM | 1.8% of 370,000 active | AID 687014, 2013;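 active = activation above a cutoff set at the mean of all screened compounds plus 3 SD, cut at about 10% in these data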;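 also: 0% = DMSO wells and 100% = sodium butyrate wells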
GC-A act = GC-A stimulated cGMP production enhancers – HEK293 GC-A cells, cGMP TR-FRET, EC30 ANP, primary screen. Atrial natriuretic peptide receptor 1 (Homo sapiens), P16066. 0% at EC30 ANP, 100% saturating ANP. activation, % at 10 µM. 0.14% of 370,000 active. AID 1671463, 2021; in the data active = activation above about 40%
Target sequence (P16066 whole entry, looked up): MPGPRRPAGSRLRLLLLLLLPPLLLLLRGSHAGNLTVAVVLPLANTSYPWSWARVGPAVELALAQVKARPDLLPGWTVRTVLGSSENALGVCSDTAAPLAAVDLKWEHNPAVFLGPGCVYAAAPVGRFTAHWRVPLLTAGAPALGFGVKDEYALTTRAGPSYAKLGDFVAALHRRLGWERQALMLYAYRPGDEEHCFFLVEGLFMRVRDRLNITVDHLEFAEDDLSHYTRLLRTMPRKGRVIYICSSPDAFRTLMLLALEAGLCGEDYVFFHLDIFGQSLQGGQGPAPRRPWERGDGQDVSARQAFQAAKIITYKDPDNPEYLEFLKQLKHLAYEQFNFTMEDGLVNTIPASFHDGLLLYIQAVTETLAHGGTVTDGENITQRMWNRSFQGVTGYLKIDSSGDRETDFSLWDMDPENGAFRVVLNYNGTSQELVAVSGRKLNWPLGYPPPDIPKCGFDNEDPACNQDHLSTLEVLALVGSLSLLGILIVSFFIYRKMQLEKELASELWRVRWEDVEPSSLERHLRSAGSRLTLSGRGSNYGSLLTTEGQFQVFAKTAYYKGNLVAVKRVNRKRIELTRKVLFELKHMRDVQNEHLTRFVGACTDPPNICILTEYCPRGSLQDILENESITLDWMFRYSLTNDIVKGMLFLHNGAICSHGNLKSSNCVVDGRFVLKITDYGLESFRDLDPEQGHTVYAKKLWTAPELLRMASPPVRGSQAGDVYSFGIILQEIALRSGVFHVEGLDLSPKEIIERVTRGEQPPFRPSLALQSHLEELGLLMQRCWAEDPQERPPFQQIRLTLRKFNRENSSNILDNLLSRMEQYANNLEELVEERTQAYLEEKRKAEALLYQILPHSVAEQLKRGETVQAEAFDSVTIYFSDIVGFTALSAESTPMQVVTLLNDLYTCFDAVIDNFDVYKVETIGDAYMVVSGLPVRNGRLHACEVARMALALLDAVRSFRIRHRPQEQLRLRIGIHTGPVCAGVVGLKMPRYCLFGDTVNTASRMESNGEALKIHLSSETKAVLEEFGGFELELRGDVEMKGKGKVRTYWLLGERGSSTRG
DAX1 inh-1 = DAX1 (NR0B1) inhibitors on StAR promoter, primary screen, cell-based, luminescence, SF-1 (NR5A1), full-length DAX-1; HEK293T StAR-luciferase reporter, SF-1/DAX-1 repression relief; AID 652010, 2013; 1.1% of 370,000 active; inhibition, % at 6.8 µM;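 active = inhibition above the mean over all tested compounds plus 3 SD, cut at about 3.6% in these data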;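 also: 0% = DAX-1 cells with DMSO and 100% = cells lacking DAX-1 with DMSO; higher inhibition means more luminescence from relief of DAX-1 repression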
DAX1 inh-2 = DAX1 (NR0B1) inhibitors, primary screen, cell-based, HEK293, Gal4-DAX1, luciferase luminescence. Nuclear receptor subfamily 0 group B member 1 (Homo sapiens), P51843. HEK293 Gal4-DAX1 luciferase reporter. inhibition, % at 6.75 µM. 0.99% of 340,000 active. AID 504766, 2011;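 active = inhibition above the mean over all tested compounds plus 3 SD, cut at about 4.2% in these data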;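 also: 0% = DAX1-transfected cells with DMSO and 100% = empty-vector control cells with DMSO; inhibition shows as a rise in luminescence from relieved DAX1 repression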
ADAM10 inh = human ADAM10 inhibitors, primary screen, biochemical, QFRET, HTS | Disintegrin and metalloproteinase domain-containing protein 10 (Homo sapiens), O14672 | recombinant ADAM10, EDANS/DABCYL FRET peptide cleavage, 3 h | inhibition, % at 7 µM | 0.62% of 370,000 active;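 active = inhibition above a per-campaign cutoff equal to the mean of compounds falling between control-based bounds plus 3 SD, cut at about 20% in these data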;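 also: 0% = DMSO wells while the 100% control is not disclosed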
SMARCA2 activ = SMARCA2 (BRM) function activators, primary screen, cell-based, luminescence, high throughput | MG213 cells, MMTV-luciferase reporter, dexamethasone, overnight | activation, % at 9.1 µM | 1% of 370,000 active; in the data active = activation above about 7.8%;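 also: 0% = vehicle wells and 100% = reference activator wells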
An asterisk follows results filed as active; · = not tested or not shown.

SMILES	hcDAF-12 act	PG9 binder	ADAM17 inh	FXN GAA850 act	ssDAF12 agonist	hgDAF-12 ag	GC-A act	DAX1 inh-1	DAX1 inh-2	ADAM10 inh	SMARCA2 activ
Cc1cc(C)c(C(=O)C(C)OC(=O)c2ccc(Cl)nc2)cc1C (centres undefined)	0.1	-1.5	-1	-0.1	-1.0	-1.1	-5	-0.1	0.2	-3	-2
CC(=O)Nc1ccc(-c2csc(NC(=O)c3ccc(C)o3)n2)cc1	-1.9	-1.0	-2	0.3	-1.6	-1.7	-4	-0.4	1.2	-1	-3
Cc1[nH]c2ccccc2c1C(=O)C(=O)NC1CC(=O)N(c2ccc(F)cc2)C1 (centres undefined)	-2.4	-1.5	-1	-1.5	-0.6	-1.1	0	-1.7	0.4	-7	-1
COc1ccc(CC(=O)OCC(=O)N2CCN(S(=O)(=O)c3ccc(C)cc3C)CC2)cc1	1.4	-1.1	-6	0.7	-0.7	0.6	2	1.4	1.0	-5	-2
COc1cccc(C(O)c2nc(-c3ccc(C)c(C)c3)cs2)c1 (centres undefined)	-1.8	1.9	5	1.9	-1.6	0.0	-1	-0.7	·	8	-3
O=S(=O)(c1ccc(Cl)s1)N1CCCc2cccc(O)c21	1.5	0.3	-2	3.1	0.8	5.8	0	0.9	1.7	2	-3
Cc1nc2ccccc2nc1OCC(=O)Nc1cc(C(F)(F)F)ccc1N1CCOCC1	-0.6	-3.0	0	2.9	-1.3	-1.4	4	0.0	0.4	4	2
COc1ccc(OC)c(S(=O)(=O)N2CCCCC2C(=O)N2CCN(CCO)CC2)c1 (centres undefined)	-1.7	·	-1	·	-1.2	2.0	3	-0.1	·	-6	-3
C[C@H](NC(=O)c1nc[nH]c1C(=O)NCC(=O)OCc1ccccc1)C(=O)OC(C)(C)C	-0.1	0.1	2	-0.8	-1.1	-0.3	3	0.7	2.6	7	0
Cn1c(=O)oc2cc(S(=O)(=O)NCCN3CCCCCC3)ccc21	-1.9	1.6	-5	-0.9	-1.6	-0.7	2	-0.8	0.0	0	2
O=C1COc2ccc(S(=O)(=O)N3CCCC3)cc2N1	-0.8	1.7	0	-0.8	-0.9	1.8	2	0.7	1.9	-2	0
COc1ccc(OCC(=O)O/N=C(\N)Cc2ccc(Cl)cc2)cc1	-1.0	-1.0	2	0.9	-1.3	0.1	2	0.7	-0.4	7	0
O=C(NCCOc1ccccc1Cl)C(=O)NCCOc1ccccc1Cl	-1.8	-1.2	0	1.3	-1.8	-0.5	5	0.1	1.0	6	2
COc1cc(N2C(=O)NC3CC2(C)Oc2ccccc23)cc(OC)c1OC (centres undefined)	0.3	-0.6	1	-0.3	-0.8	2.1	1	-0.4	-0.1	-6	1
O=C(N1CCOCC1)n1nnc2ccccc21	-2.0	0.0	-3	-3.9	-1.1	-6.2	4	-2.3	-1.9	-6	-4
CCOC(=O)N1CCN(S(=O)(=O)c2cc(Cl)c(OC)cc2Cl)CC1	-0.4	2.5	-1	-0.7	-1.1	1.3	-4	-0.6	1.8	1	-3
Cc1cccc(C(=O)C2CCOC(C)(C)C2)c1 (centres undefined)	0.6	0.5	-2	0.1	-0.5	-0.7	-2	0.4	0.4	6	4
CCCCCCCCCCCC(=O)NC(C(=O)OCC)C(O)c1cccc([N+](=O)[O-])c1 (centres undefined)	-1.1	0.7	-2	-0.9	-1.1	-1.4	0	-0.4	0.6	-5	-2
O=C(Nc1nnc(C2CCCCC2)s1)c1ccc(Br)s1	-2.2	0.9	-2	-2.0	-1.7	0.5	6	-0.8	1.5	0	0
O=C(O)c1cc2n(n1)CCN(Cc1ccccc1Cl)C2=O	1.9	-0.7	-5	0.8	-0.8	2.2	2	-0.1	1.5	-7	-1
COc1cc(NC(=O)c2cc3c(Cl)nc4ccccc4c3s2)cc(OC)c1OC	-1.5	1.5	-3	1.4	-1.4	-2.3	7	-0.9	-0.8	6	-3
CCOc1c(Br)cc(CNC2CCCCCCC2)cc1OC	-1.1	0.5	-1	-4.3	-1.2	-2.2	-11	-0.2	-0.5	2	-3
CC(=O)c1ccc(N2CCN(C(=O)c3nn(Cc4ccccc4)c(=O)c4ccccc34)CC2)cc1	-2.0	0.4	-3	-0.5	-2.3	-2.9	-1	-2.8	-1.4	-8	1
CCCCN(C(=O)C1CCCO1)c1c(N)n(CCC)c(=O)[nH]c1=O (centres undefined)	-0.7	-0.6	-7	2.2	-0.9	-0.9	2	-0.2	0.9	-15	-3
COC(=O)c1ccc(NC(=O)CS(=O)(=O)c2ccccc2)cc1	-0.3	-0.4	5	-0.9	-1.3	0.3	2	0.5	0.5	-6	-1

(next part)
SMILES	hcDAF-12 act	PG9 binder	ADAM17 inh	FXN GAA850 act	ssDAF12 agonist	hgDAF-12 ag	GC-A act	DAX1 inh-1	DAX1 inh-2	ADAM10 inh	SMARCA2 activ
Cc1ccc(-n2c3c(cc(C(=O)NCc4ccco4)c2=O)C(=O)CCC3)cc1	-2.3	-0.1	-8	0.4	-1.5	4.6	-3	-0.4	0.8	-11	-2
CC1CCN(C(=O)c2[nH]cnc2C(=O)N[C@@H](C)c2ccccc2)CC1	0.5	-1.5	1	4.1	-1.4	-1.5	4	-0.1	1.9	2	2
Cc1ccc(CNC(=O)CCS(=O)(=O)c2ccc(Br)s2)o1	-1.5	-0.3	-4	-0.3	-1.6	-0.9	2	-0.2	-0.3	1	-4
Cc1ccc(Nc2nc(C)cc(C)n2)c(Br)c1	-1.6	1.7	-1	-0.8	-0.9	0.0	-10	0.1	-0.2	3	-2
Cc1ccc(S(=O)(=O)Nc2c(C)nc3nc(C)[nH]n3c2=O)c(C)c1	-1.2	-2.4	-5	0.6	-1.3	0.4	0	-0.3	-0.9	-10	-4
NC(=S)N/N=C\c1c2ccccc2cc2ccccc12	-0.6	-3.6	-7	-2.6	-0.4	0.7	-5	-0.6	-1.1	-18	0
C=CCOC(=O)C1=C(C)N=C2SCCC(=O)N2C1/C=C/c1ccccc1OC (centres undefined)	-1.5	-1.9	3	-1.2	-1.3	0.2	-4	-0.5	-1.1	5	-2
CCN1CCN(C(=O)C2=C(C(=O)O)CCCC2)CC1	-1.6	0.9	-4	-2.3	-1.5	-0.4	1	0.1	0.9	1	3
CCOC(=O)c1c(NC(=O)c2ccccc2Br)sc2c1CCc1ccccc1-2	0.3	-0.1	-8	-0.3	-0.5	-0.7	0	0.2	0.2	-43	1
CCOc1ccc(NC(=O)CN(C)C(=O)c2c(-c3c(F)cccc3Cl)noc2C)cc1OCC	-1.6	0.5	0	1.8	-0.9	-3.2	1	-1.2	-1.6	-5	-2
COc1ccc(/C=N\NC(=O)c2ccccc2)cc1COc1ccc(F)cc1	1.4	-2.0	0	-0.2	-1.4	3.3	-2	-0.3	1.5	-8	0
COc1ccccc1-c1cnc2c(c1)C(=O)N([C@@H](C)CO)C[C@@H](C)[C@@H](CN(C)C(C)=O)O2	-0.6	-0.5	-3	0.7	-0.6	2.5	1	-0.5	1.4	-6	-5
Cc1nn(-c2ccccc2)nc1C(=O)NNC(=O)c1ccc(C(F)(F)F)cc1	0.8	-1.4	4	1.6	-1.8	6.0	-1	0.3	0.1	10	-2
O=C(Nc1ccc2oc(-c3ccccc3Cl)nc2c1)c1cncc(Br)c1	0.8	-1.8	-4	1.1	-1.7	4.8	10	0.1	1.0	-3	8.1*
COc1ccc2cc(C(C)=O)c(=O)oc2c1	-2.2	-0.4	-57	1.4	0.0	2.0	0	-0.3	-1.1	-152	-2
CC(NC(=O)c1cc(F)c(F)c(F)c1F)c1ccc(-n2ccnc2)cc1 (centres undefined)	-0.8	-0.8	-1	0.3	-1.6	-3.8	-4	-1.6	-0.7	-11	-1
O=C(COC(=O)C1CCN(c2ccc(C(F)(F)F)cn2)CC1)Nc1cccc(F)c1	-0.6	1.8	0	0.6	-0.7	2.3	0	1.1	-0.2	4	-3
O=C(CN1CCN(S(=O)(=O)c2ccc(F)cc2)CC1)Nc1ccc(F)cc1F	1.1	0.4	2	3.9	-0.5	0.6	0	-0.2	1.5	-10	-1
O=C(NCCCO)C(=O)c1c(-c2ccccc2)cc2ccccn12	0.2	-2.0	-1	0.2	0.2	-4.6	-1	0.1	1.1	2	0
CCOC(=O)C1CCN(c2ccc(C(=O)O)cc2[N+](=O)[O-])CC1	-2.6	0.5	1	3.9	-1.3	2.9	3	-0.9	0.2	-4	1
O=c1cc(CN2CCN(c3cccc(Cl)c3)CC2)c2cc3c(cc2o1)CCCC3	-0.8	-1.7	-5	-1.6	-1.3	0.2	4	0.7	2.5	-1	-2
O=C(CSc1n[nH]c(=O)[nH]c1=O)Nc1ccc(Br)cc1Br	1.2	-2.4	2	1.0	-1.0	-2.6	-3	1.9	0.4	-10	-3
CC(C)c1nc2c([nH]1)c(=O)n(C)c(=O)n2C	0.5	-1.3	-2	0.9	-1.2	4.0	1	0.5	-0.2	8	5
C1=CCC(CN2CCNCC2)CC1 (centres undefined)	-0.8	0.4	-1	-0.3	-0.9	-2.1	3	-0.4	0.7	4	0
O=C(Cc1cccs1)N/N=C/c1ccco1	-1.2	-3.3	3	1.3	0.6	0.7	-1	0.3	0.4	4	1

Later entries.
SMILES	hcDAF-12 act	PG9 binder	ADAM17 inh	FXN GAA850 act	ssDAF12 agonist	hgDAF-12 ag	GC-A act	DAX1 inh-1	DAX1 inh-2	ADAM10 inh	SMARCA2 activ
CCC(=O)c1ccc(N2CCC(C)CC2)c(F)c1	0.2	-0.5	-6	3.7	-1.7	4.4	2	0.2	-0.4	1	-3
O=C(CSc1nnc(C2CC2)n1C1CC1)c1cc(F)ccc1F	-0.5	-1.3	-1	2.2	-0.6	-2.4	2	-0.8	-0.7	4	3
Cc1ccc(-n2c(SCC(=O)NCCN3C(=O)CSC3=O)nnc2-c2ccccc2F)cc1	1.2	-0.2	-6	-0.7	-1.2	0.3	-5	-0.4	0.7	-8	-3
COC(=O)c1cc2oc3ccccc3c2n1CC(=O)N1CCCc2ccccc21	-1.2	12*	0	4.8	-1.2	-2.1	-27	0.9	0.6	4	2
CCc1cc(C(=O)COc2ccc(F)cc2)c(O)cc1O	-0.3	0.8	2	2.3	-0.7	4.3	4	0.7	1.3	13	6
CC(C)n1ncc2c(C(=O)N3CCN(Cc4cccs4)CC3)cc(C3CC3)nc21	2.1	-1.7	-6	1.6	-1.2	-0.4	6	-0.8	-1.4	-18	-1
